# High-throughput results: PubChem, several laboratories
# C1s block: blocks human complement C1s protease activity; mean inhibition % of two 10-compound mixtures (active compounds read high), % at 5 µM (by protocol); purified C1s, fluorogenic AMC substrate, pooled mixtures; AID 538; actives 0.16% (n = 62,000);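 active = inhibition above 20% in each of the two 10-compound mixture wells holding the compound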;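 note: 0% = enzyme wells lacking compound mixture and 100% = no-enzyme blank wells; some compounds called inactive have numbers as strong as hits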
# Target sequence (P09871 16-437 limits assumed): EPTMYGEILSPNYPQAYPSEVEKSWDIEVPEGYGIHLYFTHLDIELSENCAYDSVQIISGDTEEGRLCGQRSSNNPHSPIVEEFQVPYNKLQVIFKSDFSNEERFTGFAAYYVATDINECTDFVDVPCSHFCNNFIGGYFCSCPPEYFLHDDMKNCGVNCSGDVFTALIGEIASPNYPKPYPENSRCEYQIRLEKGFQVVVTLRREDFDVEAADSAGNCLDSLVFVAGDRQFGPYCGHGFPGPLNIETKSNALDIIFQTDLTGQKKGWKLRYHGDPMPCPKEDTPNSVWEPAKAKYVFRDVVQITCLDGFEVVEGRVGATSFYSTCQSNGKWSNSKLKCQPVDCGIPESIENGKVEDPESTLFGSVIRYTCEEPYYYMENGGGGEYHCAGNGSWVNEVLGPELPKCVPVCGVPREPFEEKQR
# Target sequence (P09871 438-688 limits assumed): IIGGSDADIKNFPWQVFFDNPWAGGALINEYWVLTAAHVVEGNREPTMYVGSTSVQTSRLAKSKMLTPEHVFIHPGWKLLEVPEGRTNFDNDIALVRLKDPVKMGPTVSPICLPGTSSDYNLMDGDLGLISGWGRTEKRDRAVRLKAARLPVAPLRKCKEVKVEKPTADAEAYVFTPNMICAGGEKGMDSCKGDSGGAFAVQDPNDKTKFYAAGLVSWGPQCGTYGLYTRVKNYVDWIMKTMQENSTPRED
# CatS inh: inhibitors of human cathepsin S; recombinant cathepsin S, AMC dipeptide fluorescence, pooled mixtures; inhibition, %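 (tested at 5 µM per compound within 10-compound mixtures)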; P25774; AID 501; actives 0.06% (n = 62,000); in the data active = inhibition above about 32%, passing the limit was not always enough; inconclusive = no clear call, values can overlap the other calls;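 note: 0% = enzyme without compound and 100% = blank without enzyme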
# CatL inh: blocks human cathepsin L protease activity; purified cathepsin L, fluorogenic substrate, fluorescence; inhibition, %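 (tested at 10 µM)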; actives 0.17% (n = 58,000); AID 460; in the data active = inhibition above about 45%;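 note: 0% = enzyme with no compound and 100% = no enzyme blank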
# Target sequence (P07711 114-288 limits assumed): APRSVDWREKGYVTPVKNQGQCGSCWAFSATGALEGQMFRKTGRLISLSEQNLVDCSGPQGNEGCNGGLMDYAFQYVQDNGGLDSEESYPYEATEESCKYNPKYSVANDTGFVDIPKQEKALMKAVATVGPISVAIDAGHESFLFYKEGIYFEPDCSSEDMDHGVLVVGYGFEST
# Target sequence (P07711 292-333 limits assumed): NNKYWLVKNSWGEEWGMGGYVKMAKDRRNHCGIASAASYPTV
# CatB inh: inhibitors of human cathepsin B; P07858; purified cathepsin B, fluorogenic substrate, fluorescence; inhibition, %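 (tested at 10 µM)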; actives 0.1% (n = 63,000); AID 453; in the data active = inhibition above about 21%;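 note: 0% = enzyme with no compound and 100% = no enzyme blank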
# Cathepsin G inh: blocks human cathepsin G enzyme activity; purified enzyme, AMC-tetrapeptide fluorescence, pooled mixtures; inhibition, % at 5 µM (by protocol); actives 0.2% (n = 62,000);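 active = inhibition above 20% in each of the two mixture wells holding the compound; inactive = inhibition of 20% or less in either well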;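 note: 0% = enzyme control without mixture and 100% = blank lacking enzyme; strong numbers were not always called active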
# FXIIa mix inh: inhibitors of human coagulation factor XIIa, pooled mixtures; P00748; purified FXIIa, fluorogenic substrate; inhibition, % at 5 µM; actives 0.2% (n = 62,000); AID 684;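 note: 0% = enzyme without compound and 100% = no enzyme blank; some results filed as inactive read as strong as hits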
# CatB mixtures: human cathepsin B inhibition by mixtures | P07858 | Purified cathepsin B, AMC dipeptide fluorescence, compound mixtures | inhibition, %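 (ten-compound pools at 5 µM per compound and 50 µM total)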 | actives 0.06% (n = 62,000); in the data active = inhibition above about 22%, passing the limit was not always enough; inconclusive = no clear call, values can overlap the other calls;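 note: 0% = enzyme without compound and 100% = no enzyme blank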
# A340 absorber: compound absorbs light at 340 nm; compound absorbance at 340 nm, fold over control; fold change at 10 µM; 65,000 tested, under 10 active; AID 708;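 active = at 10 µM dose, initial 340 nm absorbance at least 2 fold that of control wells; inactive = change under 2 fold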;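 note: initial absorbance extrapolated from kinetic A340 decline of NADH oxidation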
# FXIa inh mix: inhibitors of human coagulation factor XIa, pooled mixtures. P03951. purified FXIa, fluorogenic substrate. inhibition, % at 5 µM. actives 0.19% (n = 62,000). AID 680;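 note: each value is inhibition by a whole ten-compound pool holding the compound; 0% = enzyme with no mixture and 100% = wells lacking enzyme; strong numbers were not always called active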
# Starred values were filed as active, the others as inactive; ? = inconclusive; . = not tested or not shown. Cut-off read from the data, not from the text of the source, unless noted: active = inhibition above about 20% (passing the limit was not always enough); inactive = the rest. Only part of the results is shown (hit frequency here may not be typical).
SMILES,C1s block,CatS inh,CatL inh,CatB inh,Cathepsin G inh,FXIIa mix inh,CatB mixtures,A340 absorber,FXIa inh mix
Nc1cccc(C(=O)Nc2ccco2)c1,-6,-1,3,-1,10,26,-1,1,3
CCC(c1nnnn1Cc1ccco1)N(CCc1ccccc1)Cc1cc2ccc(OC)cc2[nH]c1=O (stereo not given),9,14,-5,3,9,-1,20,1,9
Cc1cc(Nc2ccccc2)nn1C(=O)c1ccccc1,4,5,5,0,6,0,2,1,1
O=c1oc2c(CN3CCOCC3)c(O)c(Cl)cc2c2c1CCC2,-141,-64,-96,-65,-55,-1,-34,1.1,-73
O=C(CCn1c(SCC(=O)NCc2ccco2)nc2ccccc2c1=O)NCCc1ccccc1,-5,-2,-4,0,-3,-2,6,1,6
CCCOc1ccccc1C1C(C(=O)OC)=CN(C(C)C)C=C1C(=O)OC,-47,0,-54,-8,-6,8,-11,1.1,-2
Cc1cccc(OCCCC(=O)Nc2ccc(S(=O)(=O)Nc3onc(C)c3C)cc2)c1C,-3,20,5,1,-2,6,0,1,18
Cn1nc(-c2ccc(C(=O)NCC3CCCO3)cc2)c2ccccc2c1=O (stereo not given),5,8,3,-5,1,9,5,0.99,9
O=C(NCCOC(=O)c1ccncc1)c1ccccc1,-6,-5,1,-2,-7,-6,1,1,6
CC12CCC(c3c(C(=O)Nc4nccs4)nn(-c4ccccc4)c31)C2(C)C (stereo not given),-16,31,10,7,7,0,4,0.99,5
O=C(c1ccc(-c2ccccc2)cc1)N1CCN(C(=O)c2ccco2)CC1,-3,2,.,3,-1,10,-2,1,10
O=C(NCc1cccnc1)C1c2ccccc2C(=O)N1Cc1ccco1 (stereo not given),-23,-4,10,4,-1,5,0,1,-10
CCOC(=O)c1cccc(NC(=O)CCc2c(C)nc3ncnn3c2C)c1,2,-10,3,9,9,11,1,0.98,-3
CCN1CCN(S(=O)(=O)c2ccc(S(=O)(=O)N(CC)Cc3ccccc3)cc2)CC1,13,-14,4,5,9,-17,3,1,5
CCCn1c(SCC(=O)c2ccc3c(c2)OCCO3)nnc1C(C)C,-7,4,10,-4,-2,-15,2,1,3
c1csc(-c2nc3ccccc3[nH]2)c1,-85,3,13,0,-2,2,0,1.1,8
CCCc1[nH]nc2c1C(/C(C)=C/c1ccccc1)C(C#N)=C(N)O2 (stereo not given),1,2,0,3,8,6,4,0.98,7
CCC(C)NC(=O)CC1Oc2ccc(Cl)cc2NC1=O (stereo not given),-6,5,.,1,7,6,1,1,4
CC(=O)c1ccc(-n2nnnc2SCC(=O)N2CCN(C(=O)c3ccco3)CC2)cc1,3,-2,.,-2,44,2,-5,0.99,4
CCCc1nnc(NC(=O)C(C)N2C(=O)C3C4C=CC(C4)C3C2=O)s1 (stereo not given),-28,2,13,-7,2,-2,5,1,5
O=C(c1ccc2c(c1)OCCO2)N1CCCCC1,18,1,-6,9,15,1,8,0.98,5
COc1ccccc1Nc1nc(NCCO)c2ccccc2n1,2,7,34,-1,3,11,-1,0.99,1
CC(/C=C/c1ccc(Cl)o1)=C\C(=O)O,-4,-3,0,1,-5,-11,3,1.1,0
COc1ccc(CCNC(=O)c2nn(C)cc2Cl)cc1,9,-4,-6,1,9,-10,1,0.99,2
Cc1ccc2nc(C3CCN(C(=O)NCc4ccccc4)CC3)[nH]c2c1,6,-3,6,1,7,2,-3,1,-7
SMILES,C1s block,CatS inh,CatL inh,CatB inh,Cathepsin G inh,FXIIa mix inh,CatB mixtures,A340 absorber,FXIa inh mix
O=C(Cc1n[nH]c(=O)c2ccccc12)OCC(=O)c1ccc2c(c1)OCCO2,-13,12,-3,7,-3,7,8,1,2
Cc1cc(C)n(CC(O)CN2C(=O)NC(C)(C)C2=O)n1 (stereo not given),-19,-4,8,0,-3,4,0,1.1,4
Cc1c(NC(=O)c2ccc3c(c2)OCO3)cccc1-c1nc2ccccc2o1,4,-5,-9,-7,-1,8,4,0.99,9
Cn1c(C(=O)N2CCc3ccccc3C2)cc2c(=O)n3ccccc3nc21,-131,-7,-115,-12,-16,-7,-7,1.1,-14
CCN1C(=O)CC(C(=O)Nc2ccc(F)cc2)SC1=Nc1cccc(OC)c1 (stereo not given),-4,1,0,-1,-1,-22,7,1,7
CCN(CC)C(=O)CSc1nnc(-c2ccc(S(=O)(=O)NCc3ccccc3Cl)cc2)o1,-35,6,29,1,-2,0,-2,0.99,-12
Cc1ccc(-n2c(C)cc(C)c(C#N)c2=O)cc1Cl,-9,10,14,4,9,2,2,1.1,5
CCSc1nnc(NC(=O)C(C)(C)C)s1,-10,-1,9,1,6,5,1,1,7
COc1cccc(C(=O)NCC(=O)N2CCC(C)CC2)c1,-24,-7,-9,-2,-7,-14,-4,1,1
Cc1ccc2[nH]c(=O)c(CN(Cc3nnnn3Cc3ccccc3)C3CCCC3)cc2c1,-12,0,0,2,-9,-4,6,1,3
CCOc1ccccc1-c1nc(C(N)=O)c2[nH]c(=O)n(-c3ccc(F)cc3)c2n1,-6,-1,1,0,8,-12,4,1.1,-2
O=C1c2ccccc2C(=O)N1c1nc(-c2cccs2)cs1,13,13,-2,6,15,20*,4,1.1,2
COc1ccc(C(=O)c2coc3ccc(O)c(CN4CCCCC4)c23)cc1,-38,10,26,-2,10,4,3,1,-8
COc1ccc(NC(=O)CSC2CC(=O)N(c3ccc4c(c3)OCCO4)C2=O)cc1 (stereo not given),3,15,-1,-3,2,11,-6,1,9
O=C(Nc1ccccc1C(F)(F)F)N1CCN(c2ccc3nnc(-c4ccc(F)cc4)n3n2)CC1,-16,21,11,8,-1,-22,8,1,6
CCOc1ccccc1C(=O)NCC(=O)OCC(=O)N1C(C)CCCC1C (stereo not given),4,-1,4,-1,2,5,2,0.99,10
CCC(C)NC(=O)C1(C)CCC(=O)N1Cc1ccccc1OC (stereo not given),14,-7,0,7,13,2,6,1,5
O=C(NCc1ccc2c(c1)OCO2)c1c(F)c(F)c(F)c(F)c1F,-5,-3,-4,-2,-3,0,-4,1,4
COc1cccc(OCC(O)CN2C(C)CCCC2C)c1 (stereo not given),18,2,17,3,9,-5,4,1,12
CCOC(=O)N1CCC(N2CCN(S(=O)(=O)CC)CC2)CC1,-9,7,19,6,10,11,-4,1,-4
CCC(=O)N1c2ccccc2NC2=C(C(=O)CC(c3ccco3)C2)C1c1ccco1 (stereo not given),-22,-6,-9,1,8,-1,5,1.1,0
CCOCCCNC(=O)c1ccc(OC)cc1,3,-3,-4,1,8,5,2,1.1,1
CCC(=O)Nc1ccc(C(=O)CSc2nnc(-c3cccnc3)o2)cc1,-12,17,-12,-2,-7,-3,3,1,3
O=C(NCc1ccc2c(c1)OCO2)c1cccc2c1C(=O)N(C1CCCCC1)C2,-20,-4,-8,3,0,-1,-7,1,3
COC(=O)c1cc(C(=O)OC)cc(N2C(=O)CN=C2Nc2nc(C)cc(C)n2)c1,-8,15,3,1,1,1,-1,1.1,3

# Full records from above.
# Cc1cc(C)n(CC(O)CN2C(=O)NC(C)(C)C2=O)n1 (stereo not given) in the list: C1s block = -19; CatS inh = -4; CatL inh = 8; CatB inh = 0; Cathepsin G inh = -3; FXIIa mix inh = 4; CatB mixtures = 0; A340 absorber = 1.1; FXIa inh mix = 4
# Cc1ccc2nc(C3CCN(C(=O)NCc4ccccc4)CC3)[nH]c2c1 in the list: C1s block = 6; CatS inh = -3; CatL inh = 6; CatB inh = 1; Cathepsin G inh = 7; FXIIa mix inh = 2; CatB mixtures = -3; A340 absorber = 1; FXIa inh mix = -7

# More entries follow:
SMILES,C1s block,CatS inh,CatL inh,CatB inh,Cathepsin G inh,FXIIa mix inh,CatB mixtures,A340 absorber,FXIa inh mix
Cn1c(=O)cc(SCC(=O)NCCCN2CCN(c3ccccc3F)CC2)c2ccccc21,-24,1,-1,0,8,-12,8,1.1,6
Cc1c(C)n(CC(O)CN2CCCCCC2)c2ccccc12 (stereo not given),-1,-4,10,2,6,1,0,1,10
COC(=O)c1ccccc1NC(=O)NCc1ccco1,-12,5,19,7,2,4,3,1.1,-8
O=S1(=O)CCC(NS(=O)(=O)c2cccc3cccnc23)C1 (stereo not given),-26,-4,-3,-7,-1,1,3,1,10
Cc1c(Cl)ccc2c1NC(=O)C21NC(CCC(N)=O)[C@H]2C(=O)N(c3ccc(Cl)cc3)C(=O)[C@H]21 (stereo not given in full),-5,3,-7,-1,-2,1,2,0.99,-4
Cc1ccc(S(=O)(=O)CCc2ccccn2)cc1,-31,9,22,6,-3,-18,-1,1,-3
COc1ccc(N2C(=O)CC(n3c(CCCCO)nc4ccccc43)C2=O)cc1 (stereo not given),1,3,.,0,8,-2,-4,1,-4
C=CCc1ccccc1OCC(O)CN(C(C)C)C(C)C (stereo not given),-32,13,3,-2,0,4,3,1,7
C=C(C)CN(CC)CCC(=O)Nc1ccc(OC)cc1OC,-44,-1,34,0,3,2,1,1,8
COc1ccccc1N(CC(=O)NCc1cccnc1)S(C)(=O)=O,2,2,.,2,1,-22,-2,1,-4
CCOc1ccc(-n2c(Cc3cc(=O)[nH]c(=O)[nH]3)nnc2SCC)cc1,-2,13,6,2,-2,5,3,1,10
COc1cccc(N2CCN(C(=O)c3[nH]c(C)c(C(C)=O)c3C)CC2)c1,26,-9,-3,5,-7,4,6,1,7
CCn1nc(NC(=O)c2ccccn2)c2cc3cccc(C)c3nc21,-5,-4,-27,-4,8,2,-2,1.1,-4
COC(=O)CCC(=O)COc1ccc(OC)cc1C#N,0,-1,-9,-4,0,-6,-4,1.1,7
COc1ccccc1C(=O)NC(CCSC)C(=O)NCC(c1ccco1)N(C)C (stereo not given),-24,?,44,-1,-1,30,-2,0.98,-1
CCSc1nnc(NC(=O)CSc2nccn2-c2cccc(C)c2C)s1,10,-11,6,7,6,3,-1,1,8

# Twelve compounds from above, ordered by SMILES length, ascending.
SMILES,C1s block,CatS inh,CatL inh,CatB inh,Cathepsin G inh,FXIIa mix inh,CatB mixtures,A340 absorber,FXIa inh mix
Cc1ccc(S(=O)(=O)CCc2ccccn2)cc1,-31,9,22,6,-3,-18,-1,1,-3
COC(=O)CCC(=O)COc1ccc(OC)cc1C#N,0,-1,-9,-4,0,-6,-4,1.1,7
C=CCc1ccccc1OCC(O)CN(C(C)C)C(C)C (stereo not given),-32,13,3,-2,0,4,3,1,7
Cc1c(C)n(CC(O)CN2CCCCCC2)c2ccccc12 (stereo not given),-1,-4,10,2,6,1,0,1,10
O=S1(=O)CCC(NS(=O)(=O)c2cccc3cccnc23)C1 (stereo not given),-26,-4,-3,-7,-1,1,3,1,10
CCn1nc(NC(=O)c2ccccn2)c2cc3cccc(C)c3nc21,-5,-4,-27,-4,8,2,-2,1.1,-4
COc1ccccc1C(=O)NC(CCSC)C(=O)NCC(c1ccco1)N(C)C (stereo not given),-24,?,44,-1,-1,30,-2,0.98,-1
COc1ccc(N2C(=O)CC(n3c(CCCCO)nc4ccccc43)C2=O)cc1 (stereo not given),1,3,.,0,8,-2,-4,1,-4
O=C(NCc1ccc2c(c1)OCO2)c1cccc2c1C(=O)N(C1CCCCC1)C2,-20,-4,-8,3,0,-1,-7,1,3
Cn1c(=O)cc(SCC(=O)NCCCN2CCN(c3ccccc3F)CC2)c2ccccc21,-24,1,-1,0,8,-12,8,1.1,6
COC(=O)c1cc(C(=O)OC)cc(N2C(=O)CN=C2Nc2nc(C)cc(C)n2)c1,-8,15,3,1,1,1,-1,1.1,3
Cc1c(Cl)ccc2c1NC(=O)C21NC(CCC(N)=O)[C@H]2C(=O)N(c3ccc(Cl)cc3)C(=O)[C@H]21 (stereo not given in full),-5,3,-7,-1,-2,1,2,0.99,-4
